AGP1 TOR yeast: alters AGP1-GFP fluorescence in TOR pathway yeast screen. S. cerevisiae AGP1-GFP multiplex flow cytometry, 3 h; GFP as percent of DMSO wells. actives 0.02% (n = 320,000). GFP response vs DMSO, % at 10 µM. AID 2066;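 active = GFP response relative to DMSO above a set limit, near screen average plus 3 SD, cut at about 150% in these data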;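 also: median GFP channel fluorescence of the gated AGP1 strain per well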
GRK2 aptamer HTS: blocks RNA aptamer binding to human GRK2; P25098; bead flow cytometry, FAM-aptamer displacement from GRK2; inhibition of aptamer binding, % at 10 µM; actives 0.59% (n = 330,000);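 active = inhibition of aptamer binding above 40%, roughly 3 SD of noise, on plates passing a quality check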;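 also: median bead fluorescence of bound FAM aptamer so fluorescent compounds give negative values; no value below 0 was filed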
CR mimetic SO: lowers age-related superoxide in aged yeast cells | S. cerevisiae aged cells, superoxide DHE fluorescence; active compounds read low | superoxide response (% of plate mean), % at 10 µM | actives 0.18% (n = 330,000);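 active = superoxide response under a set limit, about three screen SD below normal, cut at about 65% in these data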;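 also: yeast aged for seven days with compound at 30 °C before DHE staining; 100% = average MFI of all compound-treated wells on the plate with controls excluded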
CIT2 TOR yeast: modulators of TOR pathway CIT2-GFP in S. cerevisiae; GFP response vs DMSO, % at 10 µM; AID 2029; actives 0.065% (n = 320,000); S. cerevisiae CIT2-GFP strain, flow cytometry, 3 h; 100 means same as DMSO wells;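 active = GFP response relative to DMSO above a set limit, near the screen mean plus 3 SD, cut at about 150% in these data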;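 also: ratio of well median GFP fluorescence to mean of DMSO wells on the plate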
GLD-1 RNA inh: GLD-1-TGE RNA interaction inhibition (C. elegans); purified GLD-1 + fluorescein TGE RNA, fluorescence polarization; inhibition, % at 5.96 µM; actives 0.44% (n = 320,000); Q17339;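 active = percent inhibition above a per-plate cutoff, the plate mean of test compounds plus 3 SD, cut at about 30% in these data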;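 also: 0% = DMSO wells with GLD-1 and probe and 100% = wells lacking GLD-1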
Target sequence (Q17339 whole entry, looked up): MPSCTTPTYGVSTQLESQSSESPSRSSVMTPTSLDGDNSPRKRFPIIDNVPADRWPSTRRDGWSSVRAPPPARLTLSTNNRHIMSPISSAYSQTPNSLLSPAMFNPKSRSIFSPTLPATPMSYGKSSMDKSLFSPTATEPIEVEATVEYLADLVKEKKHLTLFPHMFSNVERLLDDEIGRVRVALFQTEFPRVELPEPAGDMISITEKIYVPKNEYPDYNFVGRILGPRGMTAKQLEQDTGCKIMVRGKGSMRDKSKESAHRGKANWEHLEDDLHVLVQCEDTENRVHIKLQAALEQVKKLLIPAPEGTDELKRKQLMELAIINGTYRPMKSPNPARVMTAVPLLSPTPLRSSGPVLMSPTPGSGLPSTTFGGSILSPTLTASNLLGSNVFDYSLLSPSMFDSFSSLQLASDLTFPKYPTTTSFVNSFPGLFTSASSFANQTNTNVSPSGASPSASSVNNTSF
VLA-4 inh: inhibition in a human VLA-4 binding assay; VLA-4 expressing cells, ligand binding flow cytometry; inhibition, % (about 7 µM as worked out from the volumes in the protocol); P13612; actives 0.2% (n = 330,000); in the data active = inhibition above about 50%
MEX-5 binding: C. elegans MEX-5 TCR-2 RNA binding activity | Q9XUB2 | MEX-5/FITC-TCR2 RNA binding, fluorescence polarization; active compounds read low | activity score (negative = inhibition of binding), % at 10 µM | actives 0.38% (n = 300,000) | AID 1832;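 active = inhibition past about -25% in most replicates, and total fluorescence under double the plate's negative control median, limit read from the data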;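 also: 0% = DMSO and -100% = 5 µM competing unlabeled TCR2 RNA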
MCL1 BIM primary: MCL1-BIM-BH3 interaction inhibition (human); GST-MCL1 / FITC-Bim-BH3 fluorescence polarization; inhibition, % at 10.9 µM; Q07820; actives 0.68% (n = 320,000);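 active = inhibition above the mean inhibition of all tested compounds plus 3 SD, set per campaign, cut at about 40% in these data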;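 also: 0% = DMSO wells and 100% = unlabeled Bim-BH3 peptide control; higher means more loss of mP so more displacement of Bim peptide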
BCLXL inh: Bcl-xL (human) inhibition. inhibition, % at 10.9 µM. Q07817. GST-Bcl-xL / FITC-Bim BH3 peptide fluorescence polarization. actives 0.7% (n = 320,000);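 active = inhibition above the mean of all tested compounds plus 3 SD, cutoff set per campaign, cut at about 30% in these data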;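 also: 0% = DMSO wells and 100% = unlabeled Bim-BH3 peptide competitor; inhibitors lower millipolarization by displacing the labeled peptide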
Target sequence (Q07817 whole entry, looked up): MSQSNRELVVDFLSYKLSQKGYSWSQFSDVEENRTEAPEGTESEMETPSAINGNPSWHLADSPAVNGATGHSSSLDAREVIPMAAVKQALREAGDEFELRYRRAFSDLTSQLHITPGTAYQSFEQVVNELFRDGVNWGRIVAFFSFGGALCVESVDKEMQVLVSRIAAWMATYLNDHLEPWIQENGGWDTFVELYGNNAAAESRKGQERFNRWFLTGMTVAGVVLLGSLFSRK
Active calls of the source: *; . = not tested or not shown; [ ] = dose if it differs, or a comment.

molecule,AGP1 TOR yeast,GRK2 aptamer HTS,CR mimetic SO,CIT2 TOR yeast,GLD-1 RNA inh,VLA-4 inh,MEX-5 binding,MCL1 BIM primary,BCLXL inh
C(=C\c1ccco1)/C=N/n1cnnc1,105,3,88,101,8,-6,-3.2,7,10
CC(C)C[C@@H](C(=O)NCc1ccco1)N1C(=O)N2CCc3c([nH]c4ccccc34)[C@@]2(C)C1=O,103,0,118,100,8,-2,2.3,-1,2
CCOc1ccc(NC(=O)N(CCC(C)C)C2CCN(C(C)=O)CC2)cc1,104,2,90,102,5,1,0.0,2,0
C/C(=N\NC(=O)c1cccc(S(=O)(=O)N2CCOCC2)c1)c1ccc(O)cc1,92,0,133,87,0,10,.,2,-5
COc1cc2oc(-c3ccc(O)cc3)cc(=O)c2c(O)c1OC,96,5,95,102,8,-6,-2.4,3,1
CC(C)(C)c1ccc(/C=C2\Oc3cc(OC(=O)N4CCOCC4)ccc3C2=O)cc1,97,25,97,99,-9,29,-0.3,9,3
Nc1cc(=O)[nH]c(SCC(=O)Nc2ccc3c(c2)CCC3)n1,107,0,92,100,-6,7,1.0,-3,-3
O=C(CSc1nnc(-c2ccc(Br)cc2)n1C1CCCCC1)N1CCCC1,98,0,97,97,7,4,0.4,-5,3
COC(=O)c1ccc(C(=O)OC)c(NC(=O)CCC(=O)O)c1,109,1,105,102,-5,12,-1.6,0,1
CCOc1cc(/C=C2\C(=N)N3N=C(C)SC3=NC2=O)ccc1OCCOc1cccc(OC)c1,104,4,113,107,-2,3,-1.6,-15,-8
Fc1cnc(Cl)nc1NC1CCCCC1,89,1,108,98,-9,1,2.7,-4,6
CCOc1cc2c3c(c1)C1(Nc4ccccc4S1)C(=O)N3C(C)(C)CC2C (centres undefined),119,1,92,102,8,7,-0.1,3,0
Fc1ccc(-c2cc(C(F)(F)F)nc(-n3cccn3)n2)cc1,97,0,101,90,2,1,0.3,8,8
COc1ccc(C(=O)CSc2nc(SC)ns2)cc1OC,101,0,96,90,6,0,-0.1,-9,-1
Oc1c(Br)cc(Br)cc1/C=N/NC(=S)N[C@H]1CC2C=CC1C2 (some centres undefined),101,1,98,96,1,12,-1.4,3,1
CCN1C(=O)C(=Cc2cccc(OC)c2Oc2ccc([N+](=O)[O-])cc2[N+](=O)[O-])SC1=S,99,3,128,102,3,8,-2.5,4,5
CCOc1ccc(S(=O)(=O)NCCC(=O)NCC(c2ccc(OC)cc2)N2CCCCC2)cc1 (centres undefined),106,0,84,101,1,1,-1.8,-4,-1
CCOC(=O)c1c(C)oc2c(CN3CCN(C)CC3)c(Br)c(OC)c(O)c12,107,0,120,107,0,3,.,3,6
C/C(=N\NC(=O)c1cccc(Cl)c1)c1cccc(NC(=O)C(C)C)c1,95,0,95,105,-5,6,0.6,8,7
CC(=O)Oc1ccc(C(=O)NCc2ccco2)cc1,102,4,96,100,8,-2,-5.1,1,9

The final 3 compounds of the section above open the next one:
molecule,AGP1 TOR yeast,GRK2 aptamer HTS,CR mimetic SO,CIT2 TOR yeast,GLD-1 RNA inh,VLA-4 inh,MEX-5 binding,MCL1 BIM primary,BCLXL inh
CCOC(=O)c1c(C)oc2c(CN3CCN(C)CC3)c(Br)c(OC)c(O)c12,107,0,120,107,0,3,.,3,6
C/C(=N\NC(=O)c1cccc(Cl)c1)c1cccc(NC(=O)C(C)C)c1,95,0,95,105,-5,6,0.6,8,7
CC(=O)Oc1ccc(C(=O)NCc2ccco2)cc1,102,4,96,100,8,-2,-5.1,1,9
Cc1nnc(SCC(=O)N2CC(=O)Nc3ccccc32)n1C,98,4,93,102,4,0,-0.3,3,1
O=C(OCc1cccc(F)c1)c1ccc2c(c1)-c1ccccc1C2=O,99,0,102,100,4,-9,3.0,5,5
N#C/C(=C\c1ccco1)C(=O)NCC1CCCO1 (centres undefined),105,12,90,113,2,2,-0.8,6,7
O=C(Nc1ccc(S(=O)(=O)Nc2nccs2)cc1)c1cc(-c2ccccc2Cl)nc2ccccc12,98,1,101,103,4,-7,-1.5,3,5
CCc1ccc(C(C)NC(=O)c2cc(C)oc2C)cc1 (centres undefined),96,1,101,94,7,6,0.4,4,3
COC(=O)C1=C2c3[nH]c4ccccc4c3CCN2C(=O)CC1,88,10,102,82,2,16,-1.1,-6,-6
CCOC(=O)c1[nH]c(C)c(C(=O)Nc2cc(Cl)ccc2C)c1C,100,3,93,107,2,-3,3.4,-1,1
CCOC(=O)C(C)n1cnc2c(nnn2-c2ccc(C)cc2)c1=O (centres undefined),103,0,69,105,-5,10,-3.6,0,3
Cc1ccc(C)c(OC(C)C(=O)Nc2nccs2)c1 (centres undefined),89,0,92,96,3,8,0.2,7,0
Cc1ccc(C(C)C)c(OCC(=O)NNC(=O)Cn2[nH]c(=O)c3ccccc3c2=O)c1,89,0,75,81,-2,-9,.,-13,-4
COC(=O)Cc1ccc(NC(=S)Nc2ccccn2)cc1,84,2,102,90,-4,-7,-1.8,17,6
O=C(Nc1nc(-c2ccc(Cl)cc2Cl)cs1)c1ccc(OCC2CCCO2)cc1 (centres undefined),103,0,82,98,3,-6,2.0,4,4
CC(C)CN(C(=O)CSc1nnc2ccccn12)C1CCS(=O)(=O)C1 (centres undefined),95,16,104,96,-3,-4,.,3,4
O=C(N/N=C/c1ccc(Cl)cc1)c1ccc2c(c1)OCO2,93,59*,95,97,1,-6,0.4,-6,-4
Cc1ccc(CC(=O)Nc2cccc([N+](=O)[O-])c2)cc1,97,2,103,107,2,19,2.5,6,1
COC(=O)N/N=C/c1cn(Cc2c(Cl)cccc2Cl)c2ccccc12,76,1,102,84,5,22,-1.8,6,4
CCOc1ccc(OCCC(=O)Nc2ccc(F)cc2C)cc1,104,0,89,98,-5,-9,1.7,-7,-1
O=c1cc(CSc2ccc(Cl)cc2)nc(N2CCOCC2)[nH]1,103,1,104,97,9,0,0.6,3,0
Cc1ccccc1C(=O)NC(=S)N(C)CCc1ccccn1,102,0,102,98,-1,13,1.4,0,5
CC(C)n1c(CCCO)nc2ccccc21,91,4,87,86,3,8,0.0,0,7
CN(Cc1ccc(Cl)cc1Cl)C(=O)CNC(=O)c1ccco1,84,0,91,101,3,7,0.9,0,4
Cc1nn(C)c(C)c1/C=C/C(=O)c1ccc(Cl)cc1Cl,92,2,87,94,-2,10,1.1,4,0
O=C(N/N=C/c1ccccn1)c1cc(C2CC2)nc2ccccc12,110,0,95,106,5,4,-3.9,8,-1
O=C(NCC1c2ccccc2CCN1C(=O)CN1C(=O)c2ccccc2C1=O)C1CCCCC1 (centres undefined),102,2,93,104,4,21,-0.5,-3,3
CCOCCn1c(=O)c2c(nc3n2CCN3c2ccc(CC)cc2)n(C)c1=O,101,0,104,98,-2,12,-1.8,-2,4
S=C(Nc1cccc(Cl)c1Cl)N1CCC2(CC1)OCCO2,85,5,105,86,-7,0,-1.7,4,5
CC1CCCCN1C(=O)N[C@@H](Cc1ccccc1)C(=O)O (some centres undefined),92[may fluoresce red],3,82,89[may fluoresce red],-5,-2,-1.7,-1,-3
Cc1noc(C)c1COC(=O)c1ccccc1Oc1ccccc1,94,2,98,80,-2,11,0.5,-4,-5
CC(=O)Nc1ccc(C(=O)NCC2CCCCC2)cc1,93,0,106,94,2,29,-3.5,-10,-1
O=C(CCS(=O)(=O)c1ccccc1)Nc1ccccc1-c1nc2ccccc2s1,94,0,92,103,5,2,-0.9,5,4
O=c1oc(CCCO)cc2ccc(C#Cc3cccnc3)cc12,94,1,90,101,4,14,.,.,.
CCCn1c(CN(Cc2ccccc2)Cc2ccccc2)nc2c1c(=O)n(C)c(=O)n2C,108,0,105,115,6,2,1.7,3,0
O=C(CN1C(=O)NC2(CCCCC2)C1=O)Nc1ccccc1N1CCCCC1,92,1,84,81,-3,7,.,-4,-4
CCCCc1cc(=O)oc2cc(C)c(CN3CCCC3)c(O)c12,97,0,139,94,10,-1,-2.0,26,10
CCN1CCN(c2ccc(N3CCN(S(=O)(=O)c4ccc(C)c([N+](=O)[O-])c4)CC3)nn2)CC1,108,0,87,98,9,-9,-4.6,0,4
CC1Cc2ccccc2N1C(=O)c1ccc(N2CCCC2)c([N+](=O)[O-])c1 (centres undefined),105,4,82,104,8,6,-4.6,5,-1
COc1ccc(CNC(=O)C2CCCN(S(=O)(=O)N3CCC(C)CC3)C2)c(OC)c1 (centres undefined),94,22,116,102,-13,-2,1.0,2,7
O=C(NCCN1CCN(c2ccccc2)CC1)Nc1cccc(Br)c1,97,0,93,98,-6,24,-0.2,5,3
Cc1ccc2nc(NC(=O)CSc3nnc(C)c(=O)n3N)sc2c1,102,0,93,98,3,8,2.2,7,4
COc1ccc(NC(=O)C2=CC(c3ccc(C)cc3)=NS(=O)(=O)N2C)cc1,97,54*,83,103,4,-11,-0.5,2,4
O=C(CSc1ccsc1[N+](=O)[O-])N1CCCCCC1,96,9,161,94,1,-3,1.1,11,7
Cc1ccc(NCC(=O)Nc2ccc(Br)cc2)cc1C,107,0,102,108,0,2,-1.3,0,-5
COc1ccc(C(CNS(=O)(=O)c2ccc(F)cc2)N2CCN(C)CC2)cc1 (centres undefined),107,0,110,101,2,6,3.5,3,4
COc1cccc(C2(O)CCN(C(=O)Cc3cccnc3)CC2)c1,97,0,107,107,4,-1,-5.6,8,13
Nc1nnc(C2CCCC2)s1,92,0,90,90,3,0,2.1,6,7
CCOC(=O)c1c(-c2ccc(F)cc2)csc1NC(=O)CCN1CCOCC1,96,0,146,89,3,1,1.5,2,7
COc1ccc(Br)cc1/C=C1\Oc2ccccc2NC1=O,99,0,109,103,4,0,-2.9,2,-1
O=C1CC(c2cccc(F)c2)SC(N(c2ccccc2)c2ccccc2)=N1 (centres undefined),118,1,89,104,5,10,-0.3,9,5
CC(C)CNS(=O)(=O)c1cc2c3c(c1)CC(=O)N3CCC2,101,0,100,108,6,-2,-1.9,2,6
O=C(COC(=O)c1cccc(C(F)(F)F)c1)NCc1ccccc1,93,4,95,97,-3,8,3.1,-2,5
O=C(CN1CCN(C(=O)c2ccco2)CC1)Nc1ccc2c(c1)OCCO2,.,3,93,107,-3,-39,-1.2,2,3
CC(Nc1ccccc1)c1ccncc1 (centres undefined),120,1,95,118,0,9,1.2,1,1
COc1ccc(NC(=O)CSc2ccc(-c3cccnc3)nn2)cc1,101,0,102,91,0,2,-0.7,8,6
CC(C)NC(=O)c1ccc(C(C)C)cc1,96,2,52*,97,-1,-5,1.3,-7,-6
Cc1cccc(OCCCCc2c(C)n[nH]c2C)c1C,89,2,98,88,6,-4,-0.5,13,-2
CCn1c(NCc2ccco2)nc2ccccc21,86,0,88,101,10,10,2.9,8,-1
CN(CC(=O)Nc1cccc(C(F)(F)F)c1)Cc1ccccc1,103,0,117,108,1,3,0.8,2,0
